Myeloid diff MLP – induction of myeloid progenitor differentiation, primary screen, cell-based, flow cytometry, MLPCN library; ER-HoxA9 myeloid progenitors, lysozyme-GFP differentiation; calls only at 10 µM; 360,000 compounds, 1% hits; AID 624256, 2012;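 active = normalized GFP-positive differentiation at or above the plate's own cutoff, the solvent-only control mean plus 3 SD; inconclusive = no clear call, values can overlap the other calls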;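 note: cells exposed to compound for four days before flow analysis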
T cell HTS – modulators of CD8 T cell-vesicle binding, primary screen, mouse 2C CD8+ T cells, flow cytometry; 2C CD8+ T cell-vesicle binding; active compounds read low; calls only at 7 µM; 330,000 compounds, 0.068% hits; AID 2052, 2009;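 active = response, share of CD8 T cells binding vesicles, and their 90th percentile fluorescence all below set limits, cut at about 80% in these data, passing the limit was not always enough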
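Also added: QL9-peptide-loaded Drosophila micro-vesicles bearing Ld, ICAM-1 and B7-1; Test system: purified 2C TCR transgenic mouse naive CD8+ T cells; Measured by: cytometric PE anti-B7-1 and Alexa647 anti-CD8 signals after 1% paraformaldehyde fixation; Timing: binding step 1.5 h, 37 °C, antibody labelling 20 min, ice.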
TNAP activation fold – human TNAP enzyme activators, primary screen, biochemical, luminescent, no phosphate acceptor, uHTS (AID 1001) | Alkaline phosphatase, tissue-nonspecific isozyme (Homo sapiens) | purified TNAP, luminescent activation assay, no phosphate acceptor; higher activation fold means a stronger effect | activation fold at 20 µM, or EC50 in µM where a hit was titrated | 200,000 compounds, 0.03% hits; in the data active = activation fold from about 3, or a potency from the dose series; inactive = the rest, 99 in 100 with activation fold below about 1.6; note: many of its hits are not listed in these tables
MT stabilize HCS – microtubule stabilizers in HeLa cells, primary screen, imaging, high-content imaging | AID 2205, 2009 | 200,000 compounds, 0.83% hits | % tubulin-high responders, % at 10 µM | HeLa tubulin immunostaining HCS, 24 h; share of cells brighter than vehicle mean+2SD;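 active = plate Z-score above 3 for both tubulin-high and condensed-nucleus cell shares, with cell loss under 80%, at 10 µM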;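 note: anti alpha tubulin signal scored within the nucleus-defined area of each cell; some results filed as inactive read as strong as hits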
Ins promoter up – insulin promoter activators in MIN6 cells, imaging, high-content screening, mouse beta cells; 190,000 compounds, 0.3% hits; MIN6 insulin promoter-GFP reporter; active compounds read high; z-score at 5 µM;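 active = z-score above 3 at 5 µM with at least 500 cells counted in the well; inconclusive = wells under 500 cells, flagged as cytotoxic or low count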
human PMI inhibition – inhibitors of human PMI, primary screen, biochemical, fluorescence intensity, coupled assay (AID 1209) | Mannose-6-phosphate isomerase (Homo sapiens) | purified PMI enzyme, coupled fluorescence intensity; higher % means a stronger effect | inhibition, % at 20 µM, or IC50 in µM where a hit was titrated | 190,000 compounds, 0.42% hits; in the data active = inhibition above about 50%;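 note: plate controls were DMSO vehicle for no effect and wells lacking substrate for full effect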
Dynein cargo inh – inhibitors of GR-EGFP nuclear translocation, primary screen, dynein cargo transport inhibitor project, imaging, high-content, 3617.4 mouse cells; 220,000 compounds, 0.47% hits; test concentration mostly 20 µM; stimulated with dexamethasone, 1 µM; active compounds read low; z-score, hits read low;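 active = plate z-score of nuclear minus cytoplasmic receptor signal below a set negative limit, without overly bright fluorescence or cell loss, cut at about -3.5 in these data, passing the limit was not always enough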;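 note: z-score of nuclear minus cytoplasmic ring GR-EGFP intensity difference per well; some compounds called inactive have numbers as strong as hits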
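Buffer or medium: Induction medium lacking tetracycline, stripped serum | Also added: Dexamethasone agonist, 1.0 µM final, for 30 min | Timing: 48 h induction, 1 h compound, 30 min dex at 37 °C | Detection: Formaldehyde fixation, Hoechst nuclear stain, 10x automated fluorescence imaging | Measure: Nuclear versus cytoplasmic GR-EGFP signal, averaged per well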
Lipid droplet – inhibitors of hepatocyte lipid droplet formation, primary screen, imaging, high-throughput imaging, BODIPY stain; AML12 mouse hepatocytes, oleate lipid droplets; inhibition, % at 6.5 µM; 240,000 compounds, 0.4% hits;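 active = lipid droplet intensity inhibited by at least 50%, with more than 500 cells counted; inconclusive = wells with under 300 cells, treated as cytotoxic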
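Test system: AML12 hepatocytes (mouse); reagent: oleate loading, 100 µM; dosing: one dose, 6.5 µM compound; incubation: overnight exposure; signal: fluorescence imaging, 20x objective, two fields per well; read-out basis: % inhibition of corrected integrated BODIPY droplet signal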
b-catenin transl – modulators of beta-catenin nuclear translocation, primary screen, imaging, HeLa cells, immunofluorescence, high-content; nuclear translocation activity, % at 5 µM; 190,000 compounds, 0.3% hits;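 active = nuclear translocation activity above 50% at 5 µM, with a well cell count of 50 or more; inconclusive = wells under 50 cells across six images, flagged as toxic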;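 note: per-cell ratio of nuclear to cytoplasmic median beta-catenin stain intensity; plate controls were DMSO negative control for no effect and GSK-3 inhibitor IX positive control for full effect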
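Test system: human HeLa cells, endogenous beta-catenin. Times: 24 h compound exposure, 37°C. Measured by: beta-catenin immunofluorescence imaging with DAPI.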
Dynein cargo inh cytoplasmic EGFP – further read-out of Dynein cargo inh, marked with its call; z-score; measured here: cytoplasmic GR-EGFP intensity; active compounds read high
Dynein cargo inh nuclear GR-EGFP – also measured in Dynein cargo inh; calls as there; z-score; measured here: nuclear GR-EGFP intensity;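 lower value marks the stronger effect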
Dynein cargo inh cell count – recorded beside Dynein cargo inh, whose call it bears; z-score; measured here: cell count per field
Ins promoter up cell count – recorded beside Ins promoter up, whose call it bears; cell count; measured here: cytotoxicity, nuclei count;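 total cells summed across four imaged fields per well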
Lipid droplet cells 6.5 µM – further read-out of Lipid droplet, marked with its call; cell count; measured here: cell count, cytotoxicity flag;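 cells counted across two imaged fields per well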
b-catenin transl cell count 5 µM – recorded beside b-catenin transl, whose call it bears; cell count; measured here: cell count, cytotoxicity flag
T cell HTS vesicle-bound % – also measured in T cell HTS; calls as there; double positive events, %; measured here: CD8+ vesicle-bound cell fraction;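 binding gate set so that unloaded-vesicle control wells show 10% double positive cells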
MT stabilize HCS Hoechst-high % – also measured in MT stabilize HCS; calls as there; % Hoechst-high responders; measured here: nuclear condensation Hoechst responders;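 share of cells brighter than vehicle mean plus two SD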
MT stabilize HCS cytotoxicity % – recorded beside MT stabilize HCS, whose call it bears; toxicity, %; measured here: cytotoxicity by cell density;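 0% = mean cell density of plate MIN control wells and 100% = no cells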
Myeloid diff MLP GFP+ MAC1+ % – second read-out of Myeloid diff MLP, no call of its own (marks repeat the call); GFP+ MAC1+ double positive, %; measured here: differentiation confirmed by MAC1 staining
Numbers without * were called inactive; i = inactive; ? = inconclusive; . = not tested or not shown.

cpd | SMILES | Myeloid diff MLP | Myeloid diff MLP GFP+ MAC1+ % | T cell HTS | T cell HTS vesicle-bound % | TNAP activation fold | MT stabilize HCS | MT stabilize HCS Hoechst-high % | MT stabilize HCS cytotoxicity % | Ins promoter up | Ins promoter up cell count | human PMI inhibition | Dynein cargo inh | Dynein cargo inh cytoplasmic EGFP | Dynein cargo inh nuclear GR-EGFP | Dynein cargo inh cell count | Lipid droplet | Lipid droplet cells 6.5 µM | b-catenin transl | b-catenin transl cell count 5 µM
1 | Cc1cc(C)c(NC(=O)CS(=O)CC(=O)NCC2CCCO2)c(C)c1 (stereo not drawn) | i | 0.4 | i | 22.3 | 1.1 | 5.4 | 2.8 | 1.5 | . | . | 1.4% | 0.24 | -0.23 | 0.0821 | 0.437 | . | . | -5.5 | 973
2 | N#CC1=C(N)NC(SCc2ccccc2)=C(C#N)C12CCCCC2 | i | 0.6 | i | 38.4 | 1 | 29.7* | 31.1* | 61.9* | -0.49 | 1164 | 4.4% | -0.127 | -0.31 | 0.146 | -0.0947 | -5.7 | 759 | 57.9* | 742*
3 | O=C(Nc1cccnc1)c1cccc(S(=O)(=O)N2CCc3ccccc32)c1 | i | 0.2 | i | 32.9 | 1.1 | 4.1 | 1.3 | 10.4 | 0.12 | 1572 | -1.3% | -0.661 | -0.314 | -0.464 | -0.326 | 0.7 | 733 | -3.7 | 1080
4 | O=C1CN(C(=O)CSc2nnc(C3CC3)n2-c2ccccc2)c2ccccc2N1 | i | 1.2 | i | 24.5 | 1 | 3.7 | 2.1 | 6.0 | 1.4 | 1069 | 12.5% | 1.51 | -0.177 | 0.746 | -0.975 | . | . | -1.1 | 779
5 | CCOC(=O)CSc1nc2c(sc3ccc([N+](=O)[O-])cc32)c(=O)n1Cc1ccco1 | i | 0.6 | i | 48.6 | 1.1 | 4.1 | 3.5 | 5.0 | 0.54 | 1165 | 9.0% | -0.134 | -0.249 | -0.0939 | 1.4 | -0.5 | 609 | -3.1 | 503
6 | CC1CCc2c(C(=O)Nc3ccc(N4CCOCC4)cc3)csc2C1 (stereo not drawn) | i | 0.3 | i | 13.3 | 1.3 | 1.9 | 1.1 | 3.6 | -0.27 | 1136 | 7.3% | 0.564 | -0.247 | 0.619 | -0.843 | -9.1 | 713 | 1.5 | 1186
7 | O=c1c2ccccc2nc2c3ccccc3c(NCc3ccccn3)nn12 | i | 0.3 | i | 48.6 | 1.1 | 4.1 | 2.1 | 1.5 | -2.35 | 1480 | 1.5% | 0.216 | -0.221 | 0.215 | -0.274 | 16.5 | 673 | 0.4 | 977
8 | CC(C)C(=O)Nc1ccc(S(=O)(=O)Nc2nccc(/C=C/c3ccccc3)n2)cc1 | i | 0.5 | i | 9.2 | 1.1 | 5.7 | 3.9 | 0.3 | -0.01 | 1185 | -1.3% | 0.165 | -0.307 | -0.261 | 0.361 | 11.1 | 672 | -3.2 | 530
9 | O=C(N/N=C/c1ccc(O)cc1)/C(=C/c1ccc([N+](=O)[O-])cc1)NC(=O)c1ccccc1 | i | 0.1 | i | 22.6 | 1.1 | 1.1 | 0.8 | 7.2 | . | . | 5.2% | -0.507 | -0.204 | -0.322 | 0.283 | 8.7 | 808 | -11.1 | 1098
10 | Cc1cc(Br)ccc1NC(=O)C(C)c1ccc([N+](=O)[O-])cc1 (stereo not drawn) | i | 0.1 | i | 54.8 | 0.8 | 0.8 | 2.0 | 6.6 | 0.38 | 1444 | 12.0% | 0.711 | -0.104 | 1.01 | -2.03 | -6.0 | 645 | -0.3 | 1094
11 | Cc1cc(C)c(S(=O)(=O)N2CCCCC2)c(C)c1N(C)S(=O)(=O)c1ccccc1 | i | 6.1 | i | 22.7 | 1.1 | 3.2 | 1.3 | 5.8 | -0.08 | 1411 | 24.9% | -0.273 | -0.2 | -0.389 | 0.0891 | . | . | -0.4 | 1421
12 | C=CCOc1ccc(CNc2nccs2)cc1 | i | 1.0 | i | 21.9 | 1.1 | 2.7 | 3.0 | 7.0 | . | . | 6.1% | -0.868 | -0.273 | -0.461 | 0.159 | 0.3 | 727 | -1.9 | 1138
13 | O=C(O)c1ccc2c(c1)N(Cc1cccc(F)c1)C(=O)CS2 | i | 2.0 | i | 21.3 | 1 | 10.0 | 2.2 | 2.6 | 0.79 | 885 | -14.4% | 1.92 | 0.103 | 1.04 | -0.371 | . | . | -0.6 | 1103
14 | COc1ccc(NC(=O)C2CC(=O)n3cnnc3S2)cc1 (stereo not drawn) | i | 0.7 | i | 46.9 | 1.4 | 2.3 | 0.9 | 3.2 | -0.35 | 1013 | . | 0.306 | 0.0948 | 0.602 | -1.09 | 12.2 | 784 | -5.1 | 1200
15 | S=C(NCc1ccccc1)N1CCCCC1 | i | 0.2 | i | 56.5 | 1 | 5.8 | 1.7 | 7.3 | 0.26 | 1591 | -6.6% | 0.255 | -0.32 | 0.0585 | -0.732 | 2.3 | 687 | -3.6 | 1091
16 | CCN(CC)C(=O)Oc1cc(COC)nc(-c2ccccc2)n1 | i | 0.2 | i | 28.0 | . | . | . | . | -0.36 | 1177 | . | 0.367 | -0.27 | 0.0907 | 0.111 | -10.9 | 692 | 1.5 | 1261
17 | O=C(COc1ccc(Cl)cc1Cl)Nc1cccnc1 | ? | . | i | 36.2 | 1.1 | 4.3 | 1.2 | 0.8 | -0.2 | 1298 | -8.3% | -0.281 | -0.236 | -0.17 | -0.387 | 3.4 | 744 | -1.4 | 1095
18 | Cc1cc2c(OCC(O)CNC3CCCCC3)cccc2[nH]1 (stereo not drawn) | i | 0.3 | i | 54.7 | 1.1 | 2.4 | 3.0 | 6.7 | -0.11 | 1210 | 24.3% | 1.77 | -0.162 | 1.48 | -1.6 | 34.3 | 700 | -2.1 | 1098
19 | O=C(Cn1cnc2ccccc2c1=O)NCc1ccc2c(c1)OCO2 | i | 1.2 | i | 7.0 | 1 | 1.0 | 1.2 | 11.6 | . | . | 2.0% | 0.0444 | 0.0684 | 0.118 | 0.516 | 0.7 | 718 | -1.1 | 1104
20 | Cc1cccc(Oc2ncnc(N)c2[N+](=O)[O-])c1 | i | 1.3 | i | 26.6 | 1.1 | 3.3 | 1.6 | 5.4 | -0.18 | 1486 | 10.1% | -0.148 | -0.185 | -0.272 | -0.0604 | -1.9 | 675 | -1.1 | 1183
21 | CCc1c(C(C)S(=O)(=O)c2ccc(C)cc2)[nH]c(=O)n1-c1ccc(C)cc1 (stereo not drawn) | i | 1.3 | i | 16.9 | 1 | 1.7 | 1.1 | 7.2 | -0.74 | 773 | -18.0% | 0.801 | -0.118 | 0.845 | -0.681 | 5.3 | 747 | -1.9 | 1170
22 | N#CCCn1cc(C=C(C#N)C#N)c(-c2ccc(Cl)cc2)n1 | i | 0.1 | i | 41.6 | 1.2 | 3.0 | 1.7 | 8.1 | -0.3 | 1627 | -6.2% | -2.55 | 0.777 | -1.23 | -0.454 | 1.4 | 668 | 2.3 | 979
23 | CCCC(=O)N=C1SC2CS(=O)(=O)CC2N1c1ccc(CC)cc1 (stereo not drawn) | i | 0.5 | i | 39.8 | 1 | 2.6 | 3.0 | 3.5 | -0.09 | 1711 | 8.4% | -0.226 | 0.0475 | -0.0127 | -0.204 | . | . | 0.2 | 1372
24 | COCCNC(=O)c1ccc(C2SCC(=O)N2Cc2ccco2)cc1 (stereo not drawn) | i | 0.2 | i | 53.7 | 1.1 | 1.5 | 1.8 | 9.3 | 0.39 | 1414 | -6.0% | 1.79 | -0.104 | 1.6 | -1.05 | 20.6 | 631 | 0.2 | 932
25 | CCNc1nc(C)c(CN(C(C)=O)c2ccccc2)nc1C#N | i | 0.4 | i | 39.8 | 1.1 | 5.2 | 1.9 | 7.7 | -0.07 | 1263 | 1.2% | -0.39 | -0.159 | -0.104 | -1.06 | -36.6 | 645 | 4.0 | 438
26 | CCCCN(CC)S(=O)(=O)c1ccc(C(=O)Nc2nnc(-c3cccs3)o2)cc1 | . | . | i | 50.3 | 1 | 3.2 | 1.4 | 9.5 | 0.85 | 955 | -5.9% | -0.67 | -0.23 | -0.0334 | 1.05 | 3.6 | 754 | . | .
27 | Fc1ccccc1NC(=S)NCc1ccc2c(c1)OCO2 | i | 0.7 | i | 53.3 | 1.2 | 1.7 | 4.2 | 7.8 | -0.07 | 1379 | -0.9% | -0.242 | -0.24 | -0.531 | 0.756 | -6.8 | 613 | -2.3 | 998

Single values from above:
For Ins promoter up cell count, no. 6 has 1136
For Dynein cargo inh cytoplasmic EGFP, no. 9 has -0.204
